TCR-CD3 inh – human TCR-CD3 binding inhibition; TAMRA-labeled TCR probe fluorescence, biochemical; inhibition, % at 9.4 µM; actives 0.37% (n = 360,000); AID 651800; in the data active = inhibition above about 19%;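 note: recombinant mutant TCR 2C K166C tagged with TAMRA read by polarization; 0% = receptor in buffer alone and 100% = receptor with positive control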
MBD2 inh – inhibitors of human MBD2 binding to methylated oligonucleotide; Q9UBB5; TR-FRET; inhibition, % at 4.4 µM; actives 0.31% (n = 370,000); in the data active = inhibition above about 13%
PRMT1 inh – inhibitors of human PRMT1; recombinant PRMT1, activity-based probe fluorescence polarization; inhibition, % at 2.79 µM; actives 1.3% (n = 370,000);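 active = inhibition above about 21% made by adding two undisclosed values, limit read from the data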
Target sequence (Q99873 whole entry, looked up): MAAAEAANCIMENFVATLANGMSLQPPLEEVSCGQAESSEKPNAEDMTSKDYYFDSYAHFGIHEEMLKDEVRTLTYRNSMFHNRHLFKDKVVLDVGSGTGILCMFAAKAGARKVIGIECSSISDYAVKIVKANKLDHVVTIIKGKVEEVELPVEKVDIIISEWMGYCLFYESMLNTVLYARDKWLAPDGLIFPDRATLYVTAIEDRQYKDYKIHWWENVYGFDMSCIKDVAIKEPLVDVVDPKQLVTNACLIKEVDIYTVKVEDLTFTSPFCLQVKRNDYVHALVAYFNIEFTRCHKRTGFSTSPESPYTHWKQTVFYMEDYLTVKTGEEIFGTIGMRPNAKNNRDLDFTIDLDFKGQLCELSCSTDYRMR
mABHD4 FP – inhibitors of mouse ABHD4; Q8VD66; purified mABHD4, FP-Rh probe fluorescence polarization; inhibition, % at 8.92 µM; actives 0.54% (n = 370,000); AID 720543;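 active = inhibition exceeding the mean over every tested compound plus 3 SD, cut at about 30% in these data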;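 note: 0% = plate median of compound wells and 100% = S159A mutant with DMSO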
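Doses – 8.92 µM, single dose · Material – wild-type mouse ABHD4 protein · Replication – single well per compound (singlicate) · Measure – percent inhibition of probe binding, normalized to plate controls · Schedule – 45 min compound pre-incubation plus 60 min probe step, 25 °C · Detection – fluorescence polarization with parallel and perpendicular emission, 525/598 nm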
NPR1 activator – GC-A (human) enzyme activation; P16066; HEK293 GC-A cells, cGMP TR-FRET, EC30 ANP; 0% at EC30 ANP, 100% saturating ANP; activation, % at 10 µM; actives 0.14% (n = 370,000); in the data active = activation above about 40%
SIAE inh – blocks human sialic acid acetylesterase; Q9HAT2; SIAE FP-Rh probe binding, fluorescence polarization; inhibition, % at 9.66 µM; actives 0.69% (n = 370,000); AID 1053197;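 active = inhibition above a cutoff: mean of compounds within the control limits plus 3 SD of those, cut at about 17% in these data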;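 note: 0% = plate median of compound wells and 100% = probe without SIAE protein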
rCAG RNA binder – r(CAG) repeat RNA binding; TO-PRO-1 dye displacement fluorescence; inhibition, % at 3 µM; actives 1.3% (n = 370,000);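 active = inhibition above the plate cutoff, the mean of all test compounds on that plate plus 3 SD, cut at about 35% in these data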;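 note: 0% = DMSO alone and 100% = 100 µM mitoxantrone as full dye displacement; higher means more dye released from RNA so lower well fluorescence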
HTRA1 inhibitor – blocks human HTRA1 serine peptidase; inhibition, % at 5.96 µM; recombinant HTRA1, FP-rhodamine activity-based probe, fluorescence polarization; Q92743; actives 0.5% (n = 340,000); AID 504803; in the data active = inhibition above about 36%;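 note: 0% = enzyme with DMSO and 100% = wells lacking enzyme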
Target sequence (Q92743 whole entry, looked up): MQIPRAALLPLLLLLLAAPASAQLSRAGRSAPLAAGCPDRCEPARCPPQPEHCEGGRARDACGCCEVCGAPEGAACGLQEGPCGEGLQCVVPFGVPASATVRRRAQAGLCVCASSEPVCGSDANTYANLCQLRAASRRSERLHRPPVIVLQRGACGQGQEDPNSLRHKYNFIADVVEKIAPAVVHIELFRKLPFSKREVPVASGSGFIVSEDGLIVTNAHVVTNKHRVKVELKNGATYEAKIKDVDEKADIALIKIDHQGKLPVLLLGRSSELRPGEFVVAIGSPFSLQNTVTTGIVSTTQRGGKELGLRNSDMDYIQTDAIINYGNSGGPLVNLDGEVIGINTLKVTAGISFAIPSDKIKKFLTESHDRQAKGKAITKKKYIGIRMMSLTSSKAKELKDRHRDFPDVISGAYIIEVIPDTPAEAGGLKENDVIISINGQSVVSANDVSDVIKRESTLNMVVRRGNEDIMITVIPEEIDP
GC-B act – GC-B (human) receptor activation; P20594; HEK293-GC-B cells, CNP EC30, cGMP TR-FRET; 0% at EC30 CNP, 100% saturating CNP; activation, % at 10 µM; actives 0.11% (n = 370,000);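 active = activation at 10 µM reaching about 35% in either raw or pattern-adjusted values, limit read from the data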
UHRF1 MBD2 ctr – human UHRF1 methylated DNA binding inhibitors; inhibition, % at 4.4 µM; Q96T88; AID 687016; UHRF1 binding to methylated oligo, TR-FRET; actives 0.75% (n = 370,000); in the data active = inhibition above about 21%;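 note: UHRF1 SRA domain binding a hemimethylated CpG hairpin DNA probe; 0% = median of test compound wells and 100% = reference inhibitor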
Starred values were filed as active, the others as inactive; nt = not tested or not shown. This is a subset (hit frequency here may not be typical).

no.	canonical_smiles	TCR-CD3 inh	MBD2 inh	PRMT1 inh	mABHD4 FP	NPR1 activator
1	COc1ccc(C/C(N)=N/OC(=O)Cc2ccccc2)cc1	3	3	1	-6	1
2	O=C(COC(=O)C1CCN(c2ccc(C(F)(F)F)cn2)CC1)c1ccccc1	-3	-1	2	-4	-2
3	COC(=O)/C=C1\N/C(=N\c2nc(C)cc(C)n2)N(c2ccc(C)c(C)c2)C1=O	2	0	3	4	1
4	CCC(C)NC(=S)N1CCN(Cc2ccc3c(c2)OCO3)CC1 (stereo unspecified)	2	2	1	2	5
5	COC(=O)c1cccn(CC(=O)c2ccc(Cl)cc2)c1=O	-3	-5	-4	1	2
6	CN(Cc1cccc(F)c1)C(=O)c1ccc(S(=O)(=O)N2CCOCC2)cc1	2	5	3	-6	0
7	COc1cc(C)ccc1OCCOc1cc(C)ccc1Cl	8	-4	2	8	-4
8	Cc1cccc(C)c1N1C(=O)c2ccccc2NC(=O)C1C(=O)NCCc1ccccc1 (stereo unspecified)	4	-1	0	10	-1
9	CC(=NNC(=S)Nc1ccc(C)cc1)c1ccccn1	-3	0	-8	7	2
10	Cc1nc(Cl)c(N=Cc2cccc([N+](=O)[O-])c2)c(Cl)n1	3	-4	-7	6	0
11	Cc1nc2c(C(=O)N3CCN(C)CC3)cnn2c(C)c1Cc1ccc(Cl)cc1	11	-3	-2	6	0
12	COc1cccc2cc(C(C)N(CCCN3CCOCC3)C(=S)Nc3ccccc3C)oc12 (stereo unspecified)	-4	4	-1	3	-5
13	O=C(O)COc1ccc(/C=C2/SC(=S)N(Cc3ccccc3)C2=O)cc1	3	8	10	-35	-8
14	COc1cc(CNC[C@H]2O[C@@H](n3ccc(N)nc3=O)[C@H](O)[C@@H]2O)ccc1OCc1cccc(Cl)c1	1	1	9	-7	1
15	O=C(CCN1C(=O)C2C3C=CC(C3)C2C1=O)NC1CCCc2ccccc21 (stereo unspecified)	3	2	2	0	6

no.	SIAE inh	rCAG RNA binder	HTRA1 inhibitor	GC-B act	UHRF1 MBD2 ctr
1	-2	1	-7	0	3
2	-2	-3	-21	4	-1
3	-5	2	4	-1	-3
4	2	-4	0	0	1
5	1	0	2	4	4
6	5	5	2	1	0
7	-3	1	-22	-5	6
8	5	2	nt	2	0
9	8	7	9	6	-11
10	18*	2	2	2	0
11	8	-7	2	-2	-1
12	3	-8	-4	-9	0
13	-9	76*	-46	-2	2
14	2	5	-1	-1	0
15	-2	-4	0	-1	2

Complete entries from above.
`CCC(C)NC(=S)N1CCN(Cc2ccc3c(c2)OCO3)CC1` (stereo unspecified) is entered as TCR-CD3 inh: 2; MBD2 inh: 2; PRMT1 inh: 1; mABHD4 FP: 2; NPR1 activator: 5; SIAE inh: 2; rCAG RNA binder: -4; HTRA1 inhibitor: 0; GC-B act: 0; UHRF1 MBD2 ctr: 1
`COc1cccc2cc(C(C)N(CCCN3CCOCC3)C(=S)Nc3ccccc3C)oc12` (stereo unspecified) is entered as TCR-CD3 inh: -4; MBD2 inh: 4; PRMT1 inh: -1; mABHD4 FP: 3; NPR1 activator: -5; SIAE inh: 3; rCAG RNA binder: -8; HTRA1 inhibitor: -4; GC-B act: -9; UHRF1 MBD2 ctr: 0

Returning to the listing, starting six compounds before the break.
no.	canonical_smiles	TCR-CD3 inh	MBD2 inh	PRMT1 inh	mABHD4 FP	NPR1 activator
10	Cc1nc(Cl)c(N=Cc2cccc([N+](=O)[O-])c2)c(Cl)n1	3	-4	-7	6	0
11	Cc1nc2c(C(=O)N3CCN(C)CC3)cnn2c(C)c1Cc1ccc(Cl)cc1	11	-3	-2	6	0
12	COc1cccc2cc(C(C)N(CCCN3CCOCC3)C(=S)Nc3ccccc3C)oc12 (stereo unspecified)	-4	4	-1	3	-5
13	O=C(O)COc1ccc(/C=C2/SC(=S)N(Cc3ccccc3)C2=O)cc1	3	8	10	-35	-8
14	COc1cc(CNC[C@H]2O[C@@H](n3ccc(N)nc3=O)[C@H](O)[C@@H]2O)ccc1OCc1cccc(Cl)c1	1	1	9	-7	1
15	O=C(CCN1C(=O)C2C3C=CC(C3)C2C1=O)NC1CCCc2ccccc21 (stereo unspecified)	3	2	2	0	6
16	Cc1ccc(-n2ncc3c(SCc4ccccn4)ncnc32)c(C)c1	5	-3	1	-3	-3
17	CCOC(=O)CCCCCC(=O)Nc1ccc2c(c1)C(=O)N([C@@H](C)CO)C[C@H](C)[C@H](CN(C)C(=O)Nc1ccc(F)cc1)OCCCC[C@H](C)O2	5	-4	-4	-8	3
18	CC(=O)c1c(C)n(C)c2ccc(OC(=O)c3ccc([N+](=O)[O-])cc3)cc12	-7	3	1	-2	0
19	Cc1cccc(/C(N)=N/OC(=O)c2cccnc2)c1	10	-2	-2	8	3
20	O=C(NCc1ccc2c(c1)OCO2)c1ccc(Cl)s1	4	0	-2	-6	2
21	Cc1ccn2cc(CCNC(=O)Cc3cccs3)nc2c1	-4	-2	-1	-1	1
22	OC1COC(OCc2ccccc2)C(O)C1O (stereo unspecified)	0	1	3	-1	-2
23	CN(C)/C=N/c1sc2c(c1C(N)=O)CCCC2	8	0	2	-3	-1
24	CSc1nc(-c2ccccc2)c(C#N)c(=O)n1C	3	-1	1	6	-3
25	O=[N+]([O-])c1nn(-c2ccc(Cl)cc2)n(O)c1=NCc1ccncc1	-6	1	4	3	9
26	Cc1ccccc1CCNC(=O)C1CCN(S(=O)(=O)c2ccc(-n3cnnn3)cc2)CC1	-3	-1	2	-7	-8
27	Cc1cccc(N2CCN(S(=O)(=O)c3cccc4nonc34)CC2C)c1 (stereo unspecified)	1	-1	-1	6	-1
28	O=C(O)/C=C/c1cnn(-c2ccccc2)c1	8	-1	0	-3	5
29	Cc1ccccc1C(=O)NC1CCN(CC(=O)Nc2ccc(N(C)C)cc2)CC1	3	8	2	5	-2
30	COc1cc(NC(=O)CSc2nnc3ccc(-c4cccnc4)nn23)cc(OC)c1	11	-1	-2	0	0

no.	SIAE inh	rCAG RNA binder	HTRA1 inhibitor	GC-B act	UHRF1 MBD2 ctr
10	18*	2	2	2	0
11	8	-7	2	-2	-1
12	3	-8	-4	-9	0
13	-9	76*	-46	-2	2
14	2	5	-1	-1	0
15	-2	-4	0	-1	2
16	-3	-9	-1	1	1
17	-5	5	-16	1	4
18	-4	3	8	0	1
19	5	0	3	4	0
20	7	-1	-3	-1	-1
21	-2	3	5	-1	0
22	0	1	-8	4	3
23	5	-1	3	-1	-3
24	-1	-3	0	-2	4
25	4	4	-4	-6	-2
26	0	5	-9	-3	3
27	0	-4	4	-6	-1
28	7	1	-1	0	-1
29	12	-4	-1	-3	-1
30	2	-3	1	0	0

The results go on:
no.	canonical_smiles	TCR-CD3 inh	MBD2 inh	PRMT1 inh	mABHD4 FP	NPR1 activator
31	COc1cccc(CNC(=O)CCCCCNC(=O)N2CCn3c2nc2ccccc23)c1	2	-2	-1	-4	-3
32	COc1cc2c(cc1[N+](=O)[O-])n(C(C)C)c(=O)n2C(C)C	-2	5	-1	5	7
33	CCCCCCCCN1C(=O)[C@H](CC(=O)NCC23CC4CC(CC(C4)C2)C3)C[C@@]2(C(=O)OCC)CCC=C12	0	-1	-6	7	3
34	O=C(CSc1nnc(NC(=O)C2CC2)s1)Nc1ccc(F)cc1F	1	-7	1	0	2
35	O=c1c2cnn(-c3ccc(F)cc3)c2ncn1Cc1ccccc1	-1	-1	0	3	1
36	Cc1cc(C(=O)CSc2nnc(-c3ccccc3)n2Cc2ccc3c(c2)OCO3)c(C)n1C	13	-1	3	4	5
37	COc1ccc(-c2c(-c3cccc(C)c3)oc3ccc(-c4ccc5c(c4)OCO5)cc23)cn1	1	-3	1	-8	-2
38	O=C(NC1CSC/C1=N\O)c1ccccc1 (stereo unspecified)	5	-1	2	2	5
39	COc1ccc(N(C(C)C(=O)NCc2ccco2)S(C)(=O)=O)cc1 (stereo unspecified)	-3	2	2	4	0
40	CCCCc1nc2cc(C(=O)N3CCCC3)ccc2o1	0	2	0	8	-3
41	CCC(C)[C@H](NC(=O)NCCC1=CCCCC1)C(=O)OC (stereo partly specified)	10	-6	1	-1	-1
42	Cc1cc(C(=O)N/N=C/c2cccc(Cl)c2Cl)no1	-4	1	3	-6	-2
43	CCC1C(=O)C(C)(C)C(=O)OC1c1ccc([N+](=O)[O-])cc1 (stereo unspecified)	3	0	-1	1	-4
44	CC(C)(O)C#Cc1ccc(CNC[C@H]2O[C@@H](n3cnc(C(N)=O)n3)[C@H](O)[C@@H]2O)s1	4	-5	-3	4	7
45	O=C(Nc1cccc2ccccc12)/C(=C\c1cccc([N+](=O)[O-])c1)NC(=O)c1cccs1	3	1	-1	-3	-3

no.	SIAE inh	rCAG RNA binder	HTRA1 inhibitor	GC-B act	UHRF1 MBD2 ctr
31	-1	-1	-3	-3	0
32	2	-8	-2	1	2
33	2	2	nt	-2	-3
34	-1	1	-3	-1	-1
35	4	0	-4	3	-1
36	4	-3	-7	4	-1
37	-6	-1	-2	-4	-5
38	1	-1	1	-5	0
39	1	10	-1	1	1
40	1	-4	-3	0	1
41	6	-6	7	2	2
42	-9	8	-3	-12	3
43	4	-2	1	-2	1
44	-1	0	10	3	-1
45	0	9	-24	4	-1

Other records
no.	canonical_smiles	TCR-CD3 inh	MBD2 inh	PRMT1 inh	mABHD4 FP	NPR1 activator
46	CCNc1cc(N2CCCC2)ccc1[N+](=O)[O-]	0	-9	1	-3	0
47	CCCCNC(=O)n1c(=O)oc2ccc(Cl)cc21	5	4	2	5	2
48	COc1ccc(CCNC(=O)c2ccc(NC(=O)CC3SC(N4CCCCC4)=NC3=O)cc2)cc1 (stereo unspecified)	-6	7	3	10	-1
49	Cc1c(C(=O)NCc2cccnc2)oc2ccc(S(=O)(=O)N3CCCC(C)C3)cc12 (stereo unspecified)	-1	-1	3	3	2
50	Cc1cc(=O)oc(C)c1C(=O)Nc1cccnc1Cl	9	-2	-1	-1	-1
51	O=C(c1ccc2c(c1)OCCO2)N1CCN(Cc2c(F)cccc2Cl)CC1	0	0	8	-7	0
52	COc1ccc(/C=C2/SC(=O)N(CC(=O)Nc3cc(C)on3)C2=O)cc1OC	2	-1	-1	2	-232
53	CC(CN1CCCCC1)OC(=O)CCc1ccccc1 (stereo unspecified)	0	0	2	2	-2
54	Cc1ccn2cc(-c3cnoc3C)nc2c1	9	4	-3	2	-2
55	CC(C)[C@H](NC(=O)c1ccccc1F)C(=O)Nc1ccc2c(c1)OCO2	3	4	-2	-2	-2

no.	SIAE inh	rCAG RNA binder	HTRA1 inhibitor	GC-B act	UHRF1 MBD2 ctr
46	-2	2	-1	0	-12
47	-1	10	13	-2	5
48	5	1	0	2	7
49	5	-2	-11	-8	0
50	4	4	0	-4	-2
51	8	6	-1	-1	2
52	3	1	-4	-27	-1
53	0	-3	1	0	1
54	0	0	-5	1	-2
55	5	2	5	1	0

High-throughput results: PubChem, several laboratories
